Source: PubChem
ADAM10 inh = human ADAM10 inhibitors, primary screen, biochemical, QFRET, HTS | AID 720582, 2013 | 370,000 tested, 0.62% active | Disintegrin and metalloproteinase domain-containing protein 10 (Homo sapiens), O14672 | recombinant ADAM10, EDANS/DABCYL FRET peptide cleavage, 3 h | inhibition, % at 7 µM;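 active = inhibition above a per-campaign cutoff equal to the mean of compounds falling between control-based bounds plus 3 SD, cut at about 20% in these data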;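 note: 0% = DMSO wells while the 100% control is not disclosed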
Target sequence (O14672 214-748 limits assumed): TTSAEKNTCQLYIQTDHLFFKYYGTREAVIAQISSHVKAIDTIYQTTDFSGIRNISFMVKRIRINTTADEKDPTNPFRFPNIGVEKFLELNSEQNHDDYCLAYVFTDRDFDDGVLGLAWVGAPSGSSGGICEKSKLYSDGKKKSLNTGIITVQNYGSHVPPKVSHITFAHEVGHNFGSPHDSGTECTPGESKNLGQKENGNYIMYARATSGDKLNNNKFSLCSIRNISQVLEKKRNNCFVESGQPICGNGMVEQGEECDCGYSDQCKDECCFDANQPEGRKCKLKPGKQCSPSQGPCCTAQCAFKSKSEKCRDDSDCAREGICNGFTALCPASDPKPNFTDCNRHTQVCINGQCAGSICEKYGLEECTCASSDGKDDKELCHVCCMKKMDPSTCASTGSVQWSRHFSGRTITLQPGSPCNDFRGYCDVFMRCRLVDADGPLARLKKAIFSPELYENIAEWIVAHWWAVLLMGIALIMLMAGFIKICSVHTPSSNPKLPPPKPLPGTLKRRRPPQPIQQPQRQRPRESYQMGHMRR
hgDAF-12 ag = H. glycines DAF-12 receptor agonists, primary screen, cell-based, luminescence, HEK293, GAL4 fusion, UAS-luciferase; Nuclear hormone receptor DAF-12 (Heterodera glycines), GAL4 fusion; HEK293 GAL4-hgDAF12 UAS-luciferase reporter, agonist luminescence; normalized to butyrate control; activation, % at 6.8 µM; 370,000 tested, 1.8% active; AID 687014, 2013;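 active = activation above a cutoff set at the mean of all screened compounds plus 3 SD, cut at about 10% in these data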;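 note: 0% = DMSO wells and 100% = sodium butyrate wells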
ADAM17 inh = ADAM17 inhibitors, primary screen, biochemical, QFRET | Disintegrin and metalloproteinase domain-containing protein 17 (Homo sapiens), P78536 | recombinant ADAM17, EDANS/DABCYL FRET peptide cleavage | inhibition, % at 6.95 µM | 370,000 tested, 0.83% active | AID 720648, 2013;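 active = inhibition above the mean of compounds lying between control limits plus 3 SD, set per campaign, cut at about 8.5% in these data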;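 note: 0% = DMSO-only wells as the low control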
SMARCA2 act = SMARCA2 (BRM) function activators, primary screen, cell-based, luminescence, high throughput | MG213 cells, MMTV-luciferase reporter, dexamethasone, overnight | activation, % at 9.1 µM | 370,000 tested, 1% active; in the data active = activation above about 7.8%;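 note: 0% = vehicle wells and 100% = reference activator wells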
PG9 Ab binder = binders of HIV-1 gp120 antibody PG9, primary screen, biochemical, TR-FRET. HIV-1 gp120 / PG9 antibody interaction. TR-FRET gp120-PG9 antibody binding. inhibition, % at 6.7 µM. 360,000 tested, 0.43% active; in the data active = inhibition above about 8.5%
hcDAF12 agonist = H. contortus DAF-12 nuclear receptor activators, primary screen, cell-based, luminescence, HEK293, lit1-tk-luc reporter; activation, % at 6.8 µM; 370,000 tested, 1.4% active; HEK293 hcDAF-12 lit1-tk-luc reporter; 0% DMSO, 100% Δ7-dafachronic acid;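 active = activation above the mean of all tested compounds plus 3 SD, cut at about 5.5% in these data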;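 note: 100% = response to 3 µM Δ7-dafachronic acid high control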
NPR1 activator = GC-A stimulated cGMP production enhancers – HEK293 GC-A cells, cGMP TR-FRET, EC30 ANP, primary screen. 0% at EC30 ANP, 100% saturating ANP. activation, % at 10 µM. 370,000 tested, 0.14% active. Atrial natriuretic peptide receptor 1 (Homo sapiens), P16066; in the data active = activation above about 40%
ssDAF12 agonist = S. stercoralis DAF-12 nuclear receptor activators, primary screen, cell-based, luminescence, HEK293, GRIP1 co-expression, lit1-tk-luc; HEK293 ssDAF-12/GRIP1 lit1-tk-luc reporter; % of 3 µM dafachronic acid response; Nuclear hormone receptor DAF-12 (Strongyloides stercoralis); activation, % at 6.8 µM; 370,000 tested, 1% active;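 active = activation above the mean over all tested compounds plus 3 SD, cut at about 0.9% in these data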;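 note: 0% = DMSO-only wells and 100% = 3 µM delta7-dafachronic acid wells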
FXN GAA850 act = FXN promoter activators, primary screen, cell-based, luciferase luminescence, HEK293 lucGAA850; HEK293 lucGAA850 FXN promoter luciferase reporter, 24 h; percent of 10 µM SAHA response; activation, % at 6 µM; 360,000 tested, 0.56% active;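 active = activation above the average of all compounds screened plus 3 SD, cutoff fixed separately per campaign, cut at about 7.5% in these data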;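 note: 0% = DMSO wells and 100% = 10 µM SAHA wells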
DAX1 inh-1 = DAX1 (NR0B1) inhibitors, primary screen, cell-based, HEK293, Gal4-DAX1, luciferase luminescence; HEK293 Gal4-DAX1 luciferase reporter; AID 504766, 2011; Nuclear receptor subfamily 0 group B member 1 (Homo sapiens), P51843; inhibition, % at 6.75 µM; 340,000 tested, 0.99% active;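 active = inhibition above the mean over all tested compounds plus 3 SD, cut at about 4.2% in these data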;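 note: 0% = DAX1-transfected cells with DMSO and 100% = empty-vector control cells with DMSO; inhibition shows as a rise in luminescence from relieved DAX1 repression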
Target sequence (P51843 207-470 limits assumed): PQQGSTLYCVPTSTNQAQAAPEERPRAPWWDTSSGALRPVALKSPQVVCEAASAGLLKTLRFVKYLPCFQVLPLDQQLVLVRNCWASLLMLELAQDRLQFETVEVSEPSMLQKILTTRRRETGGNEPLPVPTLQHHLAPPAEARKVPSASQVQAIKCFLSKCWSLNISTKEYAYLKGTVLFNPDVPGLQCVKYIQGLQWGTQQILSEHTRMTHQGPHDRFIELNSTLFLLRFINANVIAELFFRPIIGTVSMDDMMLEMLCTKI
DAX1 inh-2 = DAX1 (NR0B1) inhibitors on StAR promoter, primary screen, cell-based, luminescence, SF-1 (NR5A1), full-length DAX-1 | HEK293T StAR-luciferase reporter, SF-1/DAX-1 repression relief | AID 652010, 2013 | 370,000 tested, 1.1% active | inhibition, % at 6.8 µM;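 active = inhibition above the mean over all tested compounds plus 3 SD, cut at about 3.6% in these data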;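 note: 0% = DAX-1 cells with DMSO and 100% = cells lacking DAX-1 with DMSO; higher inhibition means more luminescence from relief of DAX-1 repression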
An asterisk follows results filed as active; i = inactive; · = not tested or not shown. Hits appear at their usual frequency; any-hit rate near 6.8%.

SMILES	ADAM10 inh	hgDAF-12 ag	ADAM17 inh	SMARCA2 act	PG9 Ab binder	hcDAF12 agonist	NPR1 activator	ssDAF12 agonist	FXN GAA850 act	DAX1 inh-1	DAX1 inh-2
COc1ccc(NC(=O)C2CC(=O)NC(Nc3cccc(C)c3)=N2)cc1 (stereo not drawn)	1	-0.4	2	-1	-1.8	-0.4	-3	-0.4	0.5	0.1	-0.2
CC(C(=O)Nc1cccc([N+](=O)[O-])c1)[n+]1ccccc1 (stereo not drawn)	7	-1.0	-1	-1	0.4	-0.9	3	-1.4	3.1	-1.7	-0.2
CN(C)c1ccc(C2(O)C(=O)c3ccccc3C2=O)cc1	-5	-0.2	-6	-5	-0.6	-0.6	1	-1.0	0.3	0.9	-0.6
COc1ccc(S(=O)(=O)N(C)CC(=O)N2CCOCC2)cc1	-1	-3.5	-2	-2	-0.8	0.1	6	-1.2	-3.5	0.9	0.2
C(=C\c1ccccc1)/CSc1nc2ncccc2[nH]1	5	5.3	0	-1	-1.1	0.9	3	0.0	3.7	4.5*	0.5
O=C(Nc1ccc(S(=O)(=O)N2CCCCCC2)cc1)c1c(F)cccc1F	13	-0.2	4	0	-1.2	-2.2	4	-1.0	4.3	-0.3	-0.6
FC(F)(F)C1=CC(c2ccc(Br)cc2)=NCCN1	4	0.8	1	0	-1.8	-0.9	-18	-1.1	2.3	1.1	-0.2
Nc1nnc(SC2CCCC2)s1	-4	2.7	-3	0	-1.6	0.7	0	-0.9	2.6	0.3	-0.2
COc1ccc(C(=O)OCc2cc(C)ccc2C)cc1S(=O)(=O)N1CCCC1	14	-1.8	4	-4	0.7	-3.1	-1	-1.7	0.8	-0.4	-0.9
COc1cc(C(=S)N2CCCC2)cc(OC)c1OC	-9	2.8	-7	1	2.1	-0.2	3	-1.7	0.8	2.2	0.0
CCN(C(=O)COC(=O)c1oc2ccccc2c1C)c1c(N)n(Cc2ccccc2)c(=O)[nH]c1=O	-2	0.4	-4	0	0.4	-0.5	0	-0.9	1.0	0.9	-1.0
Nc1nc(CN2CCCCC2)cs1	-3	-1.8	0	4	2.0	0.4	3	-0.7	4.0	-0.3	-1.4
COc1ccccc1OCC(=O)Nc1ccc(S(=O)(=O)N2CCN(C)CC2)cc1	-6	-0.2	-4	-3	-0.3	0.0	-7	-0.5	0.1	0.0	-0.5
COc1ccc(C(=O)n2nc(-c3ccccc3)nc2SC)cc1	4	0.7	-1	2	-2.1	-0.6	-4	-1.1	1.9	-1.0	0.2
O=C(CN1CCOCC1)Nc1ccc(Oc2ccc(NC(=O)CN3CCOCC3)cc2)cc1	-5	-2.8	-5	-3	1.4	-0.1	-3	-1.6	0.6	-0.4	-1.5
Cc1ccc2nc(C)c(C(=O)N/N=C/c3cccs3)n2c1	0	12*	4	1	-6.3	1.2	-1	-1.5	-1.4	-1.8	-1.6
Cc1cc(CNC(=O)[C@H](C)[C@@H]2C[C@@]2(C)[C@@H](NC(=O)OCc2ccccc2)c2ccccc2)nn1C	7	-0.8	1	0	0.1	-1.3	-4	-1.7	2.5	-0.3	-0.1
COc1ccc(NS(=O)(=O)c2ccc(NC(=O)c3ccccc3)cc2)nn1	-7	-0.2	-2	-3	2.5	-2.1	2	-0.8	2.4	-0.7	0.1
C/C(=C(/CCO)SSCC1CCCO1)N(C=O)Cc1cnc(C)nc1N (stereo not drawn)	11	-1.2	5	-4	0.1	-1.4	0	-1.2	-0.6	1.1	0.4
Cc1ccc(S(=O)(=O)Nc2ccc(C(=O)Nc3ccncc3)cc2)cc1	-4	0.2	-4	-4	5.4	-1.1	-2	-1.2	0.6	-1.6	0.1

An excerpt from above, limited to ADAM17 inh, DAX1 inh-1 and FXN GAA850 act.
Compound	ADAM17 inh	DAX1 inh-1	FXN GAA850 act
COc1ccc(C(=O)OCc2cc(C)ccc2C)cc1S(=O)(=O)N1CCCC1	4	-0.4	0.8
COc1ccc(NS(=O)(=O)c2ccc(NC(=O)c3ccccc3)cc2)nn1	-2	-0.7	2.4
COc1ccc(S(=O)(=O)N(C)CC(=O)N2CCOCC2)cc1	-2	0.9	-3.5
FC(F)(F)C1=CC(c2ccc(Br)cc2)=NCCN1	1	1.1	2.3

Later entries
SMILES	ADAM10 inh	hgDAF-12 ag	ADAM17 inh	SMARCA2 act	PG9 Ab binder	hcDAF12 agonist	NPR1 activator	ssDAF12 agonist	FXN GAA850 act	DAX1 inh-1	DAX1 inh-2
O=C(CNS(=O)(=O)c1cccc(C(F)(F)F)c1)NC1CCCCCC1	-5	1.2	-6	0	-3.7	0.8	1	-0.9	-1.2	-0.7	0.4
CC(=O)c1cc(C#N)c(SCc2ccncc2)nc1C	1	2.1	-2	5	-4.4	-0.8	11	-1.3	-0.1	-0.5	-0.5
CCN1CCN(c2ccc(NC(=O)c3cccc(S(=O)(=O)N4CCCC4)c3)cc2)CC1	-11	2.0	-4	0	-1.9	0.4	-3	-1.0	1.3	-0.4	-0.7
Cc1ccccc1C(=O)NCC(=O)Nc1ccc(C)c(S(=O)(=O)N2CCCCCC2)c1	3	-2.5	-5	-3	-1.2	-3.5	-2	-1.4	-1.6	-0.9	-3.7
COc1ccc(C(=O)N2CCN(c3ccc([N+](=O)[O-])c(-n4nc(C)cc4C)c3)CC2)cc1	7	-1.9	3	12*	-1.7	-2.0	-3	-1.3	1.4	0.7	-0.7
C#CCNC(=O)C[C@@H]1C[C@@]2(C(=O)OC)CC(C)(C)CC=C2N(CCc2ccc(OC)c(OC)c2)C1=O	-4	0.1	-5	-5	0.5	-0.8	2	-1.8	·	·	0.1
Cc1ccn2cc(CSc3ccccc3N)nc2c1	-5	6.9	1	6	-5.1	4.9	-2	-0.4	5.8	3.7	2.2
Cc1noc(C)c1COC(=O)c1cccc(N(C)C)c1	-15	0.8	0	-3	0.1	-0.7	6	-0.8	-0.7	2.9	-0.7
CCOCCCNCc1cc(Cl)ccc1OCC	-4	1.0	-5	-1	0.2	0.7	-16	-1.6	-2.1	0.4	-0.9
Cc1ccc(NS(=O)(=O)c2ccc(-c3coc(C)n3)cc2)c(Cl)c1	-9	-1.8	1	-4	0.5	0.4	1	-1.1	0.9	-0.4	-0.1
Clc1ccccc1CN1CCN(/N=C/c2ccncc2)CC1	2	-0.3	-3	-1	-0.9	-3.0	-2	-1.2	-1.5	-1.7	-0.9
O=[N+]([O-])c1cccc(-c2cc3ccccc3[nH]2)c1	9	2.9	5	2	0.2	2.2	3	-1.1	0.8	-0.3	-0.8
COc1ccccc1/C=N/NC(=O)c1c(-c2ccccc2)noc1C	-3	-0.4	0	0	-0.4	-0.7	-5	-0.3	-0.7	-0.2	0.1
COc1ccc(NCc2cc3cc(OC)ccc3[nH]c2=O)cc1	-426	0.1	-134	3	-2.9	1.3	·	-1.1	1.8	-0.2	0.3
COc1ccccc1-n1cc(C(=O)NCC(=O)N2CCN(c3ccccn3)CC2)c2ccccc2c1=O	-13	8.6	-6	2	-2.0	1.2	-6	-1.1	1.5	0.6	-0.6
Cc1cccn2c(=O)c3cc(C(=O)NCc4ccccc4)c(=N)n(CCCN4CCOCC4)c3nc12	i	3.0	-453	3	0.1	1.8	15	-0.1	1.2	0.1	0.3
O=Nc1nc2ncccn2c1-c1ccccc1	-15	-0.6	-6	-4	-10	-0.7	-5	-1.5	0.9	1.2	-1.0
CCOC(=O)c1c(=O)n(O)c2ccc(OC)cc2[n+]1[O-]	-2	0.7	-3	-2	-2.5	0.5	3	-1.0	-1.6	0.4	-0.5
CN1CCCN(C(=O)CC2(CC(=O)O)CCCCC2)CC1	-4	-1.4	-6	-2	-1.6	-2.4	3	-1.2	-0.2	0.8	-0.3
COc1cc(/C=N\Nc2nc(-c3ccc(C)cc3)c(NC(C)=O)s2)ccc1O	-4	3.4	-5	2	-0.5	-0.7	-3	-1.1	3.9	1.1	-0.4
CCOc1ccc(-c2cc(C)n3nc(C(N)=O)cc3n2)cc1	i	4.5	-242	-1	0.0	-2.7	6	-1.1	-4.0	-0.5	-0.7
Cc1nn(Cc2cccc(C(N)=O)c2)c(C)c1Br	-2	0.5	0	3	-0.5	-0.8	-3	-1.1	0.2	0.0	0.7
C#CCN(C[C@H]1[C@H](OC(=O)NCc2ccccc2)[C@H](OC(=O)NCc2ccccc2)C[C@@H](C(=O)OC)[C@H]1C(=O)OC)S(=O)(=O)c1ccc(C)cc1	6	3.2	2	-2	-0.2	-1.7	-5	-0.7	-5.5	-0.9	-0.2
Cc1ccc2c(c1)c1c(n2CC(O)CNC(CO)(CO)CO)CCCC1 (stereo not drawn)	-7	2.4	-3	0	-6.4	-0.6	-1	-0.4	-0.6	1.6	0.1
O=C(CNS(=O)(=O)c1ccc(F)c(Cl)c1)N1CCCC1	-6	6.0	1	2	-0.9	2.8	2	-0.3	2.6	1.5	0.2
CCCN(CC(=O)Nc1ccccc1C)C(=O)Cc1cccs1	-6	-1.6	-3	-3	0.4	-1.3	0	-0.9	-0.5	0.2	0.0
COc1ccc(C(CCN2CCCC(C)C2)c2c(OC)cc(OC)c3c(C)cc(=O)oc23)cc1 (stereo not drawn)	-61	1.0	-13	1	0.3	-0.6	-6	-1.3	-2.1	1.4	0.8
CCN(CC)S(=O)(=O)c1ccc2c(c1)nc(CCC(=O)OCC(=O)Nc1cc(Cl)cc(Cl)c1)n2C	13	-3.6	3	3	-1.1	-1.4	-3	-1.1	2.2	-0.4	0.6
N#Cc1ccc(Oc2ccc(C(F)(F)F)cc2NC(=O)c2ccc(F)cc2)cc1	8	-3.2	1	-3	-0.6	-1.6	-7	-1.2	0.0	-1.2	0.2
O=C(NCc1cccnc1)Nc1ccc2c(c1)OCO2	-2	1.2	-1	1	0.5	1.1	-2	-0.7	0.0	1.1	0.6
Cn1ccc2c(-c3ccc(C(=O)O)cc3)cc3c(c21)C1CCC3O1 (stereo not drawn)	i	1.1	i	0	1.2	4.3	3	-0.8	·	·	1.8
